# Bioassay records: PubChem BioAssay, several laboratories
# DAGLB inhibitor: blocks human DAGLB lipase activity; Q8NCG7; HEK293T DAGLB membrane lysate, EnzChek fluorogenic substrate; inhibition, % at 5.17 µM; 0.059% of 340,000 active; in the data active = inhibition above about 34%;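 also: 0% = enzyme with vehicle and 100% = wells lacking enzyme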
# AddAB inh: less growth of phage-infected E. coli with AddAB. inhibition, % at 11.9 µM. 0.29% of 330,000 active. E. coli expressing H. pylori AddAB, absorbance growth; in the data active = inhibition above about 12%;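 also: 0% = vehicle wells of infected cells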
# Tat export inh: inhibitors of E. coli Tat protein transport; E. coli MC4100 TorA-mCherry Tat export, fluorescence; inhibition, % at 10 µM; 0.036% of 340,000 active;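 active = mean replicate inhibition at least 50% and at least half of replicates individually reaching 50%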;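 also: exported cargo escapes ClpAP degradation while cytoplasmic cargo is degraded and loses fluorescence; 0% = median of neutral control wells and 100% = median of NaSCN control wells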
# HTR5A inv ctr: inverse agonist of human HTR5A in OPRM1-OPRD1 counter-screen; 0.083% of 340,000 active; HTR5A cell line, luminescence, inverse agonism; inhibition, % at 9.3 µM; in the data active = inhibition mostly above about 23%, no sharp cut-off; inactive = mostly below about 18%;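 also: 0% = cells with DMSO and 100% = no-cell wells with DMSO; some compounds called inactive have numbers as strong as hits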
# Target sequence (P47898 whole entry, looked up): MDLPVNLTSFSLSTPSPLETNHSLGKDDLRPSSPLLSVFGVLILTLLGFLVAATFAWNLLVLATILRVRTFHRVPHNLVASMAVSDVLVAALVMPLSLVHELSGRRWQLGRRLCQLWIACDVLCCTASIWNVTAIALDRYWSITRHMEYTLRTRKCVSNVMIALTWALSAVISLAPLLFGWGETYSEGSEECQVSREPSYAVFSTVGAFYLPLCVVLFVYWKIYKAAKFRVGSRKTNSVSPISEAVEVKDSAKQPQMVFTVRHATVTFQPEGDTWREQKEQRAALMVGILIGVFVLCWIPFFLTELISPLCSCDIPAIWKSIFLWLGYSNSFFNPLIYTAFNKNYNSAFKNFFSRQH
# PKA-R2B activ: activators of human PKA-R2B complex; activation, % at 11.4 µM; PKA-R2B holoenzyme dissociation, Cy5-IP20 fluorescence polarization; R2B truncated from residue 108, S112A mutant; 0% DMSO only, 100% 113 µM cGMP; P22694+P31323; AID 504700; 0.079% of 340,000 active;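 active = activation above a cutoff set at the mean over all compounds plus 3 SD, cut at about 18% in these data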;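 also: higher means more holoenzyme dissociation and a rise in polarization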
# Target sequence (P31323 whole entry, looked up, other chains not shown, the tested form may be a part): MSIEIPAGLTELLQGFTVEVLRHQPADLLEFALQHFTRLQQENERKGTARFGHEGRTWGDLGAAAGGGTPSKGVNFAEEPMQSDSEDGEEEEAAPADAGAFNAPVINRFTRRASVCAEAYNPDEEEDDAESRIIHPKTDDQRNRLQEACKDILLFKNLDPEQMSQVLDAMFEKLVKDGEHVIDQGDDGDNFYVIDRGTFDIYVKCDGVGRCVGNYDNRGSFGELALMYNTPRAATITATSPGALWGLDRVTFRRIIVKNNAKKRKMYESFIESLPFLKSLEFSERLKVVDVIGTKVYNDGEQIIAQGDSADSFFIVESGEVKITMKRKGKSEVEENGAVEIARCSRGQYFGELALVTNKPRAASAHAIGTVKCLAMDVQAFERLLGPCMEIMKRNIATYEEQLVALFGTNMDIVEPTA
# CDK5 p35 inh: inhibitors of human CDK5/p35 kinase; inhibition, % at 10 µM; Q00535+Q15078; AID 488839; 0.01% of 330,000 active; Recombinant CDK5/p35, ADP-Glo luminescence, 60 min;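 active = highest replicate inhibition of at least 50% and at least 75% of replicates reaching 50%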;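 also: plate controls were DMSO neutral control for no effect and GW8510 at 10 µM for full effect; many of its hits are not listed in these tables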
# phage Ecoli inh: E. coli growth loss with phage present | growth absorbance | inhibition, % at 11.9 µM | 0.26% of 360,000 active; in the data active = inhibition above about 11%
# PKA-R1A act: activates the PKA-R1A holoenzyme complex | PKA-R1A dissociation, Cy5-IP20 fluorescence polarization; scaled: DMSO 0%, 113 µM cGMP 100% | AID 504707 | activation, % at 11.4 µM | 0.083% of 340,000 active | P00514+P68181;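 active = percent activation above the mean of all tested compounds plus 3 SD, cut at about 19% in these data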;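 also: higher means more PKAc released from R1A so a rise in polarization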
# E coli growth: reduces bacterial viability in AddAB counter-screen; E. coli V3065 growth, OD600 absorbance, 18 h; inhibition, % at 11.9 µM; 0.27% of 330,000 active; AID 449728;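 active = inhibition above the campaign's mean inhibition across all tested compounds plus 3 SD, cut at about 9.9% in these data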;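 also: uninfected addAB+ strain grown without phage in ampicillin broth; 0% = DMSO wells and 100% = ciprofloxacin 0.95 µg/ml wells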
# SUMO Mot1 rescue: inhibitors of SUMOylation pathway: yeast Mot1-301 growth rescue. 1% of 320,000 active. S. cerevisiae Mot1-301 growth rescue, ATP luminescence, 38.5C; percent above DMSO median, 100 means doubled. growth rescue, % at 18.8 µM. AID 2716;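 active = every valid replicate shows activation above 250% relative to neutral control wells; inactive = the rest, any valid replicate at or below 250%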;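 also: OY570 slx delta 5 strain wells were the positive control but not used for scaling; some compounds called inactive have numbers as strong as hits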
# HTR5A ag ctr: activates human HTR5A in OPRM1-OPRD1 agonist counter-screen; 0.61% of 340,000 active; P47898; HTR5A agonist assay, luminescence, cell-based; activation, % at 9.3 µM; in the data active = activation mostly above about 9.5%, no sharp cut-off; inactive = mostly below about 7.6%;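 also: 0% = cells with vehicle only and 100% = reference agonist; strong numbers were not always called active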
# * = called active by the depositor; . = no result given.
SMILES,DAGLB inhibitor,AddAB inh,Tat export inh,HTR5A inv ctr,PKA-R2B activ,CDK5 p35 inh,phage Ecoli inh,PKA-R1A act,E coli growth,SUMO Mot1 rescue,HTR5A ag ctr
CN(C(=O)CSc1nnc(-c2ccco2)n1C)C1CCCCC1,1,.,-3,-28,-1,0.5,-0.2,-3,.,.,12
O=C(c1ccc(Cl)cc1)c1cnc(-c2ccc(Cl)cc2)s1,0,1.0,-7,-2,-7,-1.9,1.7,-8,-0.5,198,8
Cc1cccc(C)c1NC(=O)C1CC(=O)N(C(C)C)C1 (stereo unspecified),-3,1.8,-5,9,-7,-0.3,0.0,-2,-4.9,11,-4
CCCNC(=O)Cc1cc(=O)[nH]c(=O)[nH]1,-1,-1.2,0,-11,-1,1.2,2.7,-9,0.2,-7,4
Clc1ncc(CN2CCN(Cc3ccccc3)CC2)s1,-2,0.8,-3,-8,6,0.8,3.3,10,-2.2,-6,1
CN(c1ccc(OCC(=O)OCC(=O)Nc2ccc(Br)cc2)cc1)S(=O)(=O)c1cccs1,-1,1.5,2,-1,-6,1.8,1.9,-13,0.3,-7,0
COc1ccc2sc(N(CCCN(C)C)C(=O)c3ccc(S(=O)(=O)N(C)C4CCCCC4)cc3)nc2c1,-1,-1.4,10,6,-16,0.9,0.1,-1,-2.0,-5,-2
CSCC[C@H](Nc1ncnc2sc(C)c(C)c12)C(=O)O,0,-1.4,-1,27,-8,2.6,3.7,-12,0.2,.,-2
CC1(C(=O)O)CCC(C(=O)Nc2ccc3ccccc3c2)C1(C)C (stereo unspecified),3,3.2,2,0,-2,0.2,2.5,-5,2.2,-12,0
CC1(C)Cc2ccccc2C(CSc2ccccc2C(=O)O)=N1,2,2.8,8,8,-8,-5.3,2.7,-12,0.2,12,-4
CC(=O)c1ccc(NC(=O)COC(=O)/C=C/c2cccs2)cc1,-3,0.7,-3,-9,10,-1.2,2.3,1,2.9,49,2
CN1C(=O)N(CC(=O)N2CCN(S(=O)(=O)c3ccc(Cl)s3)CC2)C(=O)C12CCCCC2,-4,1.4,-3,-8,-1,-0.8,0.5,4,-2.1,-3,3
O=C(CSc1ccc(-c2cccc([N+](=O)[O-])c2)nn1)N1CCCC1,0,1.7,-9,0,3,-0.9,-0.7,6,3.6,16,0
COc1cc2c(cc1N)-c1ccc(N)cc1C2,1,.,-15,-12,-5,1.5,3.2,-5,.,.,3
CCOC(=O)N1CCC(NC(=O)CCc2c(C)nc3c(c(C)nn3-c3ccccc3)c2C)CC1,0,.,10,-19,-10,0.8,3.6,-8,.,.,7
CC(C(=O)NCC1CCCCC1)N1CCN(S(=O)(=O)/C=C/c2ccccc2)CC1 (stereo unspecified),-2,2.1,2,29,-7,0.1,3.1,-8,1.4,-12,-2
O=C(NC(=S)Nc1ccccc1N1CCCC1)c1cccc(F)c1,-2,1.9,4,12,-10,0.6,3.2,-6,-3.6,1,-1
CCN1CCCC1CNC(=O)c1cc(OC)c(OC)c(OC)c1 (stereo unspecified),0,1.0,2,-9,-3,-0.8,1.8,-5,0.2,-15,-1
COc1ccc(Cl)cc1NC(=O)Nc1cccc([N+](=O)[O-])c1C,0,1.6,-4,4,-5,-3.1,2.5,1,1.5,88,-9
CC(=O)c1ccc(S(=O)(=O)Nc2ccc(C(=O)NCCCn3ccnc3)cc2)cc1,-4,1.1,8,0,-6,1.8,0.3,-1,0.9,-3,-2
c1ccc(-n2cc(CNCCc3cscn3)c(-c3ccc4c(c3)OCO4)n2)cc1,1,4.6,-3,-2,-4,1.7,3.8,-7,-1.7,101,1
Cc1ccc(NC(=O)COc2ccc(Cl)cc2Cl)cc1S(=O)(=O)N1CCOCC1,-2,.,1,-9,-1,-2.1,3.5,-13,.,.,3
COc1ccc(CCNC(=O)c2nnc(CS(=O)(=O)c3ccccc3)o2)cc1OC,-1,-1.0,1,4,4,3.1,2.8,-3,2.1,-7,0
O=C(C1CCCO1)N1CCN(c2ccc(F)cc2)CC1 (stereo unspecified),-1,2.5,6,18,-8,-0.6,2.0,-1,1.1,14,8
CC(=O)NC(CC(=O)Oc1ccc(C)cc1Br)c1ccccc1 (stereo unspecified),2,.,6,6,-5,-1.4,1.8,2,.,-4,3
Cc1nn(-c2ccc(Cl)c(Cl)c2)c(C)c1C(=O)O,0,-0.9,-2,1,3,0.7,5.2,-7,-0.9,12,0
COc1cccc(-c2nn(-c3ccccc3)cc2C(=O)NCC(=O)O)c1,0,-1.9,-4,-20,-1,-1.3,-2.6,-8,-0.1,20,6
O=C(Nc1c2c(nn1-c1cccc(Cl)c1)CS(=O)C2)c1ccc2c(c1)OCO2 (stereo unspecified),1,3.4,-5,-3,1,-3.0,1.0,3,-3.1,-2,1
Cc1cccc(-n2c(O)c(C=Nc3ccccc3N)c(=O)[nH]c2=O)c1,1,1.4,11,7,-6,-0.4,2.1,2,0.7,-22,-2
CC[C@@]1(C(=O)OC)N[C@H](CN(C)S(=O)(=O)c2ccccc2)[C@@H]2C(=O)N(C)C(=O)[C@@H]21,0,0.5,6,-13,0,-1.7,1.0,5,0.5,.,3
O=C(CN(C(=O)c1csnn1)c1ccc(Cl)cc1)NCCc1ccccc1,1,2.9,-4,7,-1,1.4,2.8,-5,-0.1,0,-3
C=CCCN(C(CC(C)C)C(=O)OC)S(=O)(=O)c1ccccc1Br (stereo unspecified),-13,2.1,16,27,-8,1.7,2.5,-5,2.2,18,4
Cc1ccc2c(c1)N(CCC(=O)NCCCOC(C)C)C(=O)C(C)O2 (stereo unspecified),2,2.9,16,8,0,-3.9,2.3,-8,-0.7,11,-3
Cc1cc(C(=O)N/N=C/C=C/c2ccccc2)n[nH]1,-1,0.6,11,-3,-2,0.1,1.9,-4,1.8,-5,1
COc1ccc(OC)c([N+](=O)[O-])c1C(N)=O,1,-0.9,-3,-22,0,1.0,0.5,-4,0.0,155,6
CCOC(=O)c1c(C)[nH]c(C(=O)Cn2c(=O)oc3ccccc32)c1C,-2,3.0,-2,14,-14,1.0,1.0,-10,0.7,21,3
Cc1ccc(C(C(=O)NCc2ccc(F)cc2)N(C(=O)c2csnn2)C2CC2)cc1 (stereo unspecified),-1,0.8,-11,-12,-5,-0.3,1.1,-9,0.3,-5,-3
CCNC(=S)NNC(=O)Nc1ccccc1,0,-0.7,-4,5,0,-1.5,.,9,-2.9,-16,1
O=C(Cc1cn(Cc2cccc(Cl)c2)c2ccccc12)N1CCCC1,-1,1.3,12,-18,-4,0.6,1.5,-5,-1.5,108,-4
Cc1cc(C)nc(-n2nc(C)cc2NC(=O)c2cccc(S(=O)(=O)N3CCOCC3)c2)n1,-2,.,-7,-7,-15,-1.3,1.1,-3,.,.,8
COc1ccc(N2CCN(C(=O)CCC(=O)N3CCOc4ccc(Cl)cc43)CC2)cc1,-2,-2.2,-8,-27,2,0.8,0.1,-12,0.0,-6,9
C#CCOC(=O)C[N+](C)(C)CC#Cc1ccccc1,-3,-2.1,-4,-13,-16,-3.4,1.4,0,-0.8,60,4
CS(=O)(=O)N1CCC(C(=O)Nc2cc(C(F)(F)F)ccc2Cl)CC1,0,1.6,-2,-5,3,0.2,-0.1,5,2.7,259,-4
COc1ccc(-c2ccc(-c3nnc(Cc4ccc(OC)c(OC)c4)o3)cc2)cc1,-4,-0.6,4,2,1,-1.2,2.3,-8,0.4,0,-8
Cc1ccc(C)c2c1cc(C)c1nnc(SCC(=O)c3cccs3)n12,-2,3.0,5,9,9,0.5,1.0,7,-1.2,-3,3

# 3 entries from above, reformatted:
Structure	DAGLB inhibitor	AddAB inh	Tat export inh	HTR5A inv ctr	PKA-R2B activ	CDK5 p35 inh	phage Ecoli inh	PKA-R1A act	E coli growth	SUMO Mot1 rescue	HTR5A ag ctr
Cc1cccc(C)c1NC(=O)C1CC(=O)N(C(C)C)C1 (stereo unspecified)	-3	1.8	-5	9	-7	-0.3	0.0	-2	-4.9	11	-4
CCCNC(=O)Cc1cc(=O)[nH]c(=O)[nH]1	-1	-1.2	0	-11	-1	1.2	2.7	-9	0.2	-7	4
Clc1ncc(CN2CCN(Cc3ccccc3)CC2)s1	-2	0.8	-3	-8	6	0.8	3.3	10	-2.2	-6	1

# Next part
SMILES,DAGLB inhibitor,AddAB inh,Tat export inh,HTR5A inv ctr,PKA-R2B activ,CDK5 p35 inh,phage Ecoli inh,PKA-R1A act,E coli growth,SUMO Mot1 rescue,HTR5A ag ctr
COc1cc(C)nc(NS(=O)(=O)c2ccc(C)cc2)n1,-5,5.8,-3,10,-1,-0.1,2.7,-2,-1.3,8,-4
Cc1ccc(S(=O)(=O)N(C)c2ccccc2C(=O)NC2CCCC2)cc1,-4,0.0,-1,-2,1,2.2,2.3,-14,1.6,-15,0
CN(Cc1ccccc1)S(=O)(=O)c1cccs1,-8,0.2,4,-7,-2,8.9,2.6,-1,0.9,10,5
COc1ccc(OCC(=O)Nc2cc(-c3nn4c(C)nnc4s3)ccc2C)cc1,-2,5.8,1,8,5,1.5,2.6,-4,0.5,11,-3
Cc1ccccc1C(=O)N1CCC(C(=O)Nc2ccc(S(=O)(=O)N3CCOCC3)cc2)CC1,3,2.5,3,13,-8,-0.7,5.0,3,1.2,3,-4
CN1c2ccccc2-c2nc3ccccc3n2C1c1ccncc1 (stereo unspecified),1,6.0,4,-1,2,0.9,1.4,-5,2.6,635*,0
COc1ccc2c(c1)c(CC(=O)O)c(C)n2C(=O)c1ccc(Cl)cc1,4,-0.8,-1,-1,-7,-0.6,3.0,-5,-3.4,0,6
COc1cc2c3c(c1OC)C1(C=CC(=O)C=C1)CC3N(C(=O)c1ccccc1)CC2 (stereo unspecified),0,0.7,5,-31,8,1.0,-0.2,8,-1.2,-3,8
Cc1ccc(S(=O)(=O)N2CCC(C)CC2)cc1C(=O)NCCN1CCOCC1,0,1.3,-4,5,5,-0.1,1.4,1,1.4,-7,-2
CC1CCN(C(=O)CSc2nnc(-c3cccs3)o2)CC1,0,1.9,-6,1,5,0.5,1.5,1,-0.6,2,0
Cc1cccc(NC(=O)CCc2ccc(S(=O)(=O)NC3CCCCC3)cc2)c1,-6,3.9,-3,-10,-1,0.2,2.1,-6,0.6,235,6
COc1ccccc1N(CC(=O)NCCSCc1ccccc1)S(=O)(=O)c1ccc(C)cc1,-1,1.8,22,13,11,-1.6,-1.0,-3,0.3,14,-5
CN(Cc1ccc(OC(F)F)cc1)C(=O)c1ccc2nccnc2c1,2,0.2,1,1,-8,1.2,1.8,0,0.4,4,-2
CCOc1ccc(NC(=O)c2ccc(OCC3CCCO3)cc2)cc1S(=O)(=O)N(CC)CC (stereo unspecified),0,0.3,-2,-6,2,-0.2,-0.1,-7,0.0,-5,1
COc1ccc(C(=O)NC2CCCc3c2cnn3-c2cccc(C)c2C)o1 (stereo unspecified),-2,5.1,-3,-3,3,-0.6,1.9,4,-1.3,4,1
CC(=O)NC(Cc1cccc(C)c1)C(=O)NC1CCN(C(=O)c2ccc([N+](=O)[O-])cc2)CC1 (stereo unspecified),-1,2.9,-2,-6,-7,1.7,2.5,9,3.3,-8,2
O=C(NCc1ccccc1C(F)(F)F)C1CCC(=O)N(CCCc2ccccc2)C1 (stereo unspecified),2,-2.5,9,-22,6,-1.4,2.0,3,1.3,-11,6
